Screens deposited in PubChem by NCI.
yeast mec2-1: NCI yeast anticancer drug screen, S. cerevisiae mec2-1 strain; % growth inhibition at 50 µM; 79,000 compounds, 9% hits; AID 157;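 further: 0% = growth of vehicle-only cultures of the same strain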
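Strain: mec2-1 (DNA repair/cell cycle alteration). Compound exposure, then growth measured; inhibition expressed relative to vehicle.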
cln2 rad14: NCI yeast anticancer drug screen, S. cerevisiae cln2 rad14 strain; % growth inhibition at 50 µM; 78,000 compounds, 8.3% hits; AID 165;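 further: 0% = growth of vehicle-only cultures of the same strain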
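Readout is yeast growth inhibition versus vehicle-treated controls, using a strain with cln2 and rad14 alterations exposed to compound.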
bub3: NCI yeast anticancer drug screen, S. cerevisiae bub3 mutant strain. % growth inhibition at 50 µM. 78,000 compounds, 9.9% hits. AID 167;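 further: 0% = growth of vehicle-only cultures of the same strain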
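Whole-cell yeast assay. The mutant strain was incubated with compounds, and growth inhibition was determined by comparison with vehicle-treated cells.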
rad50: NCI yeast anticancer drug screen, S. cerevisiae rad50 strain; % growth inhibition at 50 µM; 79,000 compounds, 10% hits; AID 155;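 further: 0% = growth of vehicle-only cultures of the same strain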
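Relative growth inhibition (compound vs vehicle) was measured in yeast with a defined repair-gene alteration.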
yeast mlh1 rad18: NCI yeast anticancer drug screen, S. cerevisiae mlh1 rad18 strain | AID 175 | % growth inhibition at 50 µM | 79,000 compounds, 11% hits;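 further: 0% = growth of vehicle-only cultures of the same strain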
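A repair-deficient yeast strain is exposed to test compound, and growth is scored relative to vehicle-treated controls.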
sgs1 mgt1: NCI yeast anticancer drug screen, S. cerevisiae sgs1 mgt1 strain | 78,000 compounds, 10% hits | % growth inhibition at 50 µM;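 further: 0% = growth of vehicle-only cultures of the same strain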
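Growth of a repair-deficient yeast mutant was monitored after compound treatment and expressed as inhibition relative to vehicle-treated cultures.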
Active calls of the source: *; & = joins results of further samples. No stated cut-off is given here; in the data, active means growth inhibition above about 70%; inactive means the rest. Random draw from the library (roughly 14% active in at least one column).

Sample of the layout (two entries):
entry	SMILES	yeast mec2-1	cln2 rad14	bub3	rad50	yeast mlh1 rad18	sgs1 mgt1
1	O=C([O-])c1ccc2c(c1)-c1nc-2nc2[n-]c(nc3nc(nc4[n-]c(n1)c1ccc(C(=O)[O-])cc41)-c1cc(C(=O)[O-])ccc1-3)c1ccc(C(=O)[O-])cc21.[Fe+2]	-0.5	3.6	7.5	-1.2	-1.8	-13.6
2	O=C(/C=C/c1ccc(OCC(=O)N2CCN(c3ccccc3)CC2)cc1)c1ccc(Cl)cc1	13.9	0.6	2.7	13.6	-4.5	-5.8

All compounds of this part (from the top)
entry	SMILES	yeast mec2-1	cln2 rad14	bub3	rad50	yeast mlh1 rad18	sgs1 mgt1
1	O=C([O-])c1ccc2c(c1)-c1nc-2nc2[n-]c(nc3nc(nc4[n-]c(n1)c1ccc(C(=O)[O-])cc41)-c1cc(C(=O)[O-])ccc1-3)c1ccc(C(=O)[O-])cc21.[Fe+2]	-0.5	3.6	7.5	-1.2	-1.8	-13.6
2	O=C(/C=C/c1ccc(OCC(=O)N2CCN(c3ccccc3)CC2)cc1)c1ccc(Cl)cc1	13.9	0.6	2.7	13.6	-4.5	-5.8
3	Cc1cc(C)c(S(=O)(=O)O)cc1N	2.1	-42.0	-0.1	-2.5	-26.1	6.1
4	CCCCCCCCCc1cccc(N2C(N)=NC(N)=NC2(C)C)c1	99.6*	99.0*	99.4*	99.3*	99.4*	99.6*
5	CC(=O)Oc1ccccc1C(=O)OCc1ccccc1	-11.3	-7.2	-2.4	-21.9	-30.7	-6.3
6	CCSC(SCC)C(OC(C)=O)C(OC(C)=O)C(COC(C)=O)OC(C)=O (centres undefined)	-2.8&-2.3	-18.2&-40.0	-3.5&-7.2	-16.1&-2.1	10.9&16.6	4.4&8.1
7	Cc1ccc(NCC(=O)N2CC(=O)Nc3ccccc32)cc1	-21.0	-4.5	-23.2	-28.6	-15.8	-35.2
8	COc1ccc(OCc2ccccc2)cc1	-57.2	5.4	-32.4	-34.2	-17.2	-25.4
9	O=C1C=C/C(=C(/c2ccc(O)c(O)c2)c2ccccc2S(=O)(=O)O)C=C1O	-0.5	15.9	-1.5	11.8	1.8	5.3
10	O=NNc1ccc(SSc2ccc(NN=O)cc2)cc1	9.5	44.9	8.1	39.8	31.1	22.9
11	O=C(O)c1c(Cl)nsc1Cl	-20.0	-32.5	3.8	4.9	-4.7	-7.8
12	Brc1cccc(-c2nnc(-c3cccc4ccccc34)o2)c1	-11.2	-39.2	6.7	1.0	-8.6	0.5
13	S=C1N=C2c3ccccc3C2C(=S)S1 (centres undefined)	-12.8	-24.9	4.8	-4.8	-7.2	0.0
14	C=C(CN1CCOCC1)C(=O)c1ccccc1	90.2*	60.9	91.0*	74.5*	95.0*	85.5*
15	Cc1ccc(S(=O)(=O)N(CCO)CC(C)O)cc1 (centres undefined)	-24.1	-13.0	-24.1	-15.9	-26.8	-23.2
16	C(=N\NC1=NCCCN1)/c1ccc2ccccc2c1	1.6	-28.4	0.1	4.5	1.1	-13.8
17	Cc1n(-c2ccccc2)c2ccccc2[n+]1[O-]	-3.7	-48.1	0.9	0.9	2.2	-9.3
18	CC(C)CN(CC(C)C)C(=O)c1ccc([N+](=O)[O-])cc1	22.8	-26.2	38.1	-7.3	20.9	16.9
19	Nc1ccc2ncc(NCc3ccc(F)cc3)nc2c1	-25.9	18.1	3.4	-4.0	5.2	-25.6
20	CCCCCCCCCc1cc(=O)c2c(O)cc(O)cc2o1	-14.9	15.9	37.6	16.6	-21.9	22.6
21	O=C(Nc1ccc(Cl)cc1)Nc1cc(Cl)ccc1O	96.2*	94.0*	96.5*	93.0*	97.5*	90.3*
22	C=CCOC(=O)NC1C(OC(C)[C@@H](NC(=O)OCc2ccccc2)C(=O)OC(C)(C)C)OC(COC(C)=O)C(OC(C)=O)C1OC(C)=O (some centres undefined)	-23.8	22.1	-1.6	-26.9	-4.2	-16.4
23	O=C(O)CO.[NH2-].[NH2-].[Pt+2]	-17.8	-14.9	-20.2	-10.1	-18.2	-4.8
24	CCOC(=O)NC(=O)c1cn(CCCCCCCCCCC(=O)N2CCN(CCn3cc(C(=O)NC(=O)OCC)c(=O)[nH]c3=O)CC2)c(=O)[nH]c1=O	18.4	5.8	-6.2	27.2	6.5	17.9
25	Cc1ccc([N+](=O)[O-])c2c(NCCC[N+](C)(C)[O-])ccnc12	-18.1	14.2	-24.7	35.9	4.4	20.6
26	C=C1N(c2nc(Cl)nc(Cl)n2)c2ccccc2C1(C)C	14.7	-26.0	-2.4	-2.1	4.2	-1.1
27	c1ccc2c(-c3c[nH]c4ccccc34)c[nH]c2c1	-1.5	-27.2	-8.8	16.8	15.3	-3.0
28	O=C(O)c1cccc2cnccc12	-17.6	1.3	-13.3	-40.6	-8.7	-26.9
29	COC1(OC)CC2OC1C1N=NN(C(=O)OC(C)(C)C)C21 (centres undefined)	13.3	21.6	16.8	28.1	31.4	6.8
30	CNC(=S)N/N=C(\C)c1nc2ncccc2[nH]1	3.0	-10.9	18.9	-22.6	-33.0	-4.0
31	NC(N)=Nc1cc2ccccc2c2ccccc12	-7.2	-14.0	-3.0	-1.2	-5.0	-7.5
32	Cc1cn(C2CC3[O][Sn]([c]4ccccc4)([c]4ccccc4)[O]CC3O2)c(=O)[nH]c1=O (centres undefined)	35.8	7.6	13.2	8.7	47.0	16.6
33	COc1cc(CNc2nc3ccccc3n2Cc2ccccc2)cc(CN2CCOCC2)c1O	15.7	33.3	9.6	-4.4	7.5	3.7
34	COC(=O)C(C(=O)C(=O)Nc1ccccc1C)c1nc2ccc([N+](=O)[O-])cc2[nH]c1=O (centres undefined)	-3.3	-5.5	5.7	-2.8	1.6	-19.2
35	O=C(NCCCl)NCC1CCCCO1 (centres undefined)	7.0	-76.3	-3.9	-2.8	-12.0	0.2
36	Nc1c2c(cc3c1C(=O)c1ccccc1C3=O)OCO2	20.0	16.2	22.0	47.8	39.0	29.4
37	O=C1C(c2ccccc2)=[N+]([O-])c2cc([N+](=O)[O-])ccc21	5.7	23.2	14.8	-15.8	36.0	13.8
38	CCCCCCC(/C=N\N=C\c1ccco1)=C\c1ccccc1	6.2	2.8	16.9	-2.7	-7.8	1.2
39	NCCO/C=C/C(N)C(=O)O (centres undefined)	-16.2	0.9	9.5	-3.5	-11.4	-8.8
40	CCCCCCC1(/C=C/c2ccc(Cl)c(Cl)c2)OCCCO1	12.2	-1.6	3.2	6.2	8.1	12.6
41	Nc1ncnc2c1nnn2C1CCC(CP(=O)(O)O)C1 (centres undefined)	4.5	17.9	7.3	8.1	21.6	-4.7
42	CN(C)Cc1[nH]c2ccccc2c1Sc1ccccc1	2.4	6.2	-27.9	0.8	30.8	24.6
43	NC(=O)c1csc(NC2OC(CO)C(O)C(O)C2O)n1 (centres undefined)	-8.8	14.8	-0.2	23.1	-0.1	0.1
44	CCOC(=O)CCC[n+]1cccc(C#N)c1	1.4	-3.4	-3.1	3.3	-1.4	2.0
45	O=C(Oc1ccc2ccccc2c1CN1CCOCC1)c1ccc([N+](=O)[O-])cc1	29.9	30.1	35.5	45.8	52.0	33.8
46	CCN1CCCCC(=N\O)/C(=N/O)CCCC1	-12.2	-4.2	-51.6	-12.8	-11.8	-20.1
47	CCCCCCCCCCCCCCCCCc1nnc(N)o1	-0.5	45.6	11.2	-11.8	-3.6	19.0
48	CC(CCC(N)C(=O)O)CC(C)(C)C (centres undefined)	-10.4	-29.0	6.4	-3.8	-13.7	3.5
49	Nc1ccc(N=Nc2ccccc2)c(N)c1	19.6	-52.1	8.6	29.5	28.6	27.0
50	OCc1nc2ccccc2s1	-34.6	6.0	-19.4	-21.2	-7.1	-17.3
51	CC(=O)CC(=O)c1cc(C(C)=O)c(O)c(C(C)=O)c1	0.8	-3.3	-11.1	-11.8	7.8	11.0
52	N#CCC(=O)N1CCCC1	-32.3	-8.6	-14.3	-23.1	-26.2	-3.8
53	O=c1cc(Nc2cccc(Cl)c2Cl)[nH]c(=O)[nH]1	15.8	1.5	23.1	9.7	34.3	17.1
54	C/C=C(\Cl)C=O	5.0	-9.7	3.5	12.4	11.2	-22.9
55	Cc1nc2[nH]ncc2c(=O)n1-c1ccccc1Cl	-4.1	5.3	3.8	6.0	9.0	6.0
56	CCCOC(=O)/C=C/c1ccc(OC)cc1	-18.9	-12.2	-14.4	-10.7	-27.4	-16.1
57	CCOC(=O)C(=CN1CC(=O)NC1=S)C(=O)OCC	-22.1	6.8	-4.0	-3.3	3.3	-13.2
58	C/C(=N\N(C)S(=O)(=O)c1ccc(C)cc1)c1ccccc1	-6.9	-30.1	-10.1	10.1	0.7	-5.5
59	Cc1ccccc1C(=O)c1cc(O)ccc1O	-10.1	-8.0	-16.3	-11.2	-5.2	-1.2
60	CCCC(=O)Nc1ccccc1Cl	16.1	9.8	3.4	20.4	1.4	15.5

Part of the list above in order of length of the SMILES, high to low:
entry	SMILES	yeast mec2-1	cln2 rad14	bub3	rad50	yeast mlh1 rad18	sgs1 mgt1
9	O=C1C=C/C(=C(/c2ccc(O)c(O)c2)c2ccccc2S(=O)(=O)O)C=C1O	-0.5	15.9	-1.5	11.8	1.8	5.3
42	CN(C)Cc1[nH]c2ccccc2c1Sc1ccccc1	2.4	6.2	-27.9	0.8	30.8	24.6
47	CCCCCCCCCCCCCCCCCc1nnc(N)o1	-0.5	45.6	11.2	-11.8	-3.6	19.0
35	O=C(NCCCl)NCC1CCCCO1 (centres undefined)	7.0	-76.3	-3.9	-2.8	-12.0	0.2

Next section.
entry	SMILES	yeast mec2-1	cln2 rad14	bub3	rad50	yeast mlh1 rad18	sgs1 mgt1
61	CCOC(=O)C(Cc1ccc([N+](=O)[O-])cc1)NC(=O)CC1c2ccccc2-c2ccccc21 (centres undefined)	1.1	-35.0	-9.9	-10.1	-8.9	3.4
62	CC(=O)C1SCC[S+]1C (centres undefined)	-7.6	13.4	-9.2	-19.8	-10.8	-10.6
63	NC(CS)C(=O)NCCNc1ccc(NCCNC(=O)C(N)CS)c2c1C(=O)c1c(O)ccc(O)c1C2=O (centres undefined)	76.0*	74.2*	68.2	79.2*	72.5*	78.7*
64	CC(=O)c1cc2c(cc1O)oc1c(C)ccc(C)c12	-3.4	18.2	-29.7	20.8	-13.8	5.5
65	CCSC(CC(O)C(O)C(O)CO)SCC (centres undefined)	-0.2	-11.6	10.8	2.6	-2.9	-0.8
66	CCOC(=O)/C(N=O)=C(/C)O	5.9	-8.0	11.4	13.8	11.3	4.8
67	Cc1cc2nc3c(C#N)c(C)c(CCCl)c(Cl)n3c2cc1C	4.3	11.9	-13.3	18.5	22.1	21.2
68	COc1ccc(-c2nc(-c3cnccn3)n(Cc3ccccc3)n2)cc1	-14.8	23.2	-34.1	-10.3	-19.3	-32.8
69	CC(C)C12Cc3c(ccc4ccccc34)OC1(C)Oc1ccc3ccccc3c1C2 (centres undefined)	-17.4	20.1	-6.8	18.6	7.0	-13.5
70	C(=C\c1ccccc1)/c1ccccc1	-5.1	-20.6	-1.1	5.7	-4.2	-6.7
71	CSC(=S)N/N=C(\C)c1cccs1	1.9	-50.9	-47.5	7.0	10.8	4.8
72	CC(=O)c1cccc(NC(=O)Nc2cccc(O)c2)c1	19.9	7.0	56.1	4.5	-0.2	-5.3
73	COc1ccccc1NC(=O)NCc1cc(C)ccc1C	-5.2	0.6	33.1	5.0	3.6	4.3
74	CCCCCCC1=CC(=O)CC(=O)C1	7.1	13.6	18.0	25.9	4.2	16.6
75	NNC(=O)CC(O)C(=O)NN (centres undefined)	-0.8	11.4	-1.8	-4.7	4.8	-1.9
76	CN(C)C(=S)/N=c1\ssc(=S)n1Cc1ccccn1	-11.9	22.1	-9.6	3.0	-10.9	1.8
77	CC(C)NC(=O)OCc1c(COC(=O)NC(C)C)c(S(=O)(=O)c2ccccc2)n2c1CCC2	1.5	4.7	1.4	11.5	25.6	-20.6
78	COC(=O)c1cc2c(cc1/C=C/C=O)OCO2	-15.8	-27.9	-11.0	-20.0	13.8	-19.4
79	CC(=O)c1ccc2c(c1)CC1(C2)Cc2cc3c(c(C(=O)O)c2C1)CCC3 (centres undefined)	90.1*	95.0*	85.8*	90.3*	88.6*	94.5*
80	O=C(CCc1cc(O)cc(O)c1)NCCc1cc(OCc2ccccc2)cc(OCc2ccccc2)c1	24.7	33.2	27.1	28.7	-42.6	45.0
81	O=C(Cc1ccccc1)NN1C(=O)C(Cl)C1c1ccc([N+](=O)[O-])cc1 (centres undefined)	-1.4	1.5	-15.0	-19.8	-0.9	-7.9
82	CC(=O)Nc1ccc2c(ccc3ccc4ccccc4c32)c1	-4.5	11.2	24.7	7.2	6.7	0.8
83	Cc1cc(C)c(N)c(C)n1	-9.6	-1.2	1.1	-14.8	11.9	-22.1
84	COc1cc2cnc(-c3ccncc3)c(N)c2cc1OC	8.4	24.6	7.8	-0.8	7.7	-11.6
85	CC1(O)C(=O)OC(CO)C1O (centres undefined)	7.2&1.6	-6.6&-15.8	2.4&-5.7	7.1&1.4	3.2&5.1	-1.0&-3.5
